High-throughput results (PubChem)
GlmU inhibition – inhibition of mycobacterial GlmU enzyme – biochemical, glucosamine-1-phosphate acetyltransferase (AID 1376); one-dose inhibition, %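 (tested at 30 µM in the primary screen)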; IC50 in µM for titrated hits; M. tuberculosis GlmU acetyltransferase enzyme assay; higher % means a stronger effect; 220,000 tested, 0.25% active; in the data active = inhibition above about 13%;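 note: 0% = complete reaction with vehicle and 100% = reaction without substrate; strong numbers were not always called active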
Mtb RmlCD inh – inhibitors of Mycobacterium tuberculosis RmlC and RmlD coupled enzymes; inhibition, % at 3.6 µM; AID 1533; 160,000 tested, 0.03% active; P9WH09+P9WH11; RmlC+RmlD coupled enzyme assay, percent inhibition; primary screen in compound mixtures; in the data active = inhibition mostly above about 34%, no sharp cut-off; note: some results filed as inactive read as strong as hits
Target sequence (P9WH09 whole entry, looked up): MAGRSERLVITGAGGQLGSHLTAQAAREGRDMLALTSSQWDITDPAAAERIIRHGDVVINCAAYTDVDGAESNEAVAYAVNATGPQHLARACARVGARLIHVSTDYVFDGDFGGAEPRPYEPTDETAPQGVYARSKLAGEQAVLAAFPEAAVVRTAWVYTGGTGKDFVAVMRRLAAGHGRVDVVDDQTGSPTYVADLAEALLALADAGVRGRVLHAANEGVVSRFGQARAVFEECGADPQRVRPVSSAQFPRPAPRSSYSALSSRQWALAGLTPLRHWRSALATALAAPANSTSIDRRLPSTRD
Target sequence (P9WH11 whole entry, looked up): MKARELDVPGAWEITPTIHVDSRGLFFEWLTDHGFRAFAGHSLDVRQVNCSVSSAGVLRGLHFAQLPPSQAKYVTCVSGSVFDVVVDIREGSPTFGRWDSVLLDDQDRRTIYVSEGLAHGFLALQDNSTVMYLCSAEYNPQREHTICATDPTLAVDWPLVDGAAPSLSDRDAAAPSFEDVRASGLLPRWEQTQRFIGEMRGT
* marks the source's active call; other numbers are inactive results; . = not tested or not shown. Only part of the results is shown. The share of hits here may be higher or lower than overall.

SMILES	GlmU inhibition	Mtb RmlCD inh
CCOC(=O)CNC(=O)c1cc(OC)cc(OC)c1	3.3%	7
COc1ccc(C)cc1S(=O)(=O)N(C)CC(=O)Nc1ccc2c(c1)OCCO2	0.6%	-13
COc1cc(N2C(=O)CSC23C(=O)Nc2ccccc23)cc(OC)c1OC (stereo not given)	1.7%	4
CN(C)c1ccc(/C=c2\sc3nc(-c4ccccc4)nn3c2=O)cc1	.	7
O=C(CSc1nc(O)cc(=O)n1-c1ccccc1)c1ccc(Br)cc1	6.0%	.
COC(=O)c1ccc(C)c(NC(=O)Cc2ccc([N+](=O)[O-])cc2)c1	-7.2%	12
O=C(c1ccc(-c2ccccc2)cc1)N1CCC(C(=O)N2CCCC2)CC1	-1.3%	-10
Cc1ccc(NC(=O)c2ncc(Cl)c(Cl)c2Cl)cc1C	-7.2%	6
CC/C(=N/NC(=O)c1ccc(Br)o1)c1ccc(Cl)cc1	5.0%	9
O=C(N/N=C\c1ccc(Sc2ccccn2)o1)c1cccc(Br)c1	-8.1%	.
O=C1C=C(NC(=O)Nc2ccc(Cl)c(Cl)c2)CCC1	-0.9%	.
CCN1C(=O)C2(C(C(=O)c3ccc(C)o3)=C(O)C(=O)N2CCCN(C)C)c2ccccc21 (stereo not given)	1.5%	6
CCOCCOC(=O)C(C)Sc1n[nH]c(=O)[nH]c1=O (stereo not given)	3.8%	-3
CCCC(c1nnnn1CC(=O)OCC)N(Cc1cc2c(C)cc(C)cc2[nH]c1=O)C1CCCC1 (stereo not given)	0.7%	4
Cc1nn(CC(=O)Nc2nnc(CC(=O)N3CCCC3)s2)c(=O)c2ccccc12	3.8%	.
COc1ccc(CNC(=O)C2CC(c3ccc(C(F)(F)F)cc3)=NO2)cc1 (stereo not given)	0.9%	.
O=C1c2nccnc2C(=O)N1c1ccc(F)cc1	-3.7%	-3
COC(=O)c1ccc(OC(=O)CCc2cc(OC)c(OC)c(OC)c2)cc1	0.2%	17
CC12COC3(C(=O)Nc4nccs4)CC1CCC32C (stereo not given)	1.4%	.
CC(=O)Nc1ccc(Nc2c([N+](=O)[O-])c(=O)n(-c3ccccc3)c3ccccc23)cc1	-2.1%	-2
CCCn1c(NCc2cccc(OC)c2OC)nc2ccccc21	4.0%	-15
CCCC(=O)NC(=S)N1CCN(c2ccc([N+](=O)[O-])cc2)CC1	1.4%	4
CCn1nc(C)c(Br)c1C(=O)Sc1ccccc1Cl	-2.4%	3
COCCN(C(=O)/C=C/c1ccccc1)c1c(N)n(Cc2ccccc2)c(=O)[nH]c1=O	-2.7%	4
CCC1=C/C(=C/c2sc3ccccc3[n+]2CC)CC(C)(C)C1	0.3%	1

Continuation:
SMILES	GlmU inhibition	Mtb RmlCD inh
CSC1CCCCC1(O)CSc1nc2c(cc1C#N)CCCC2 (stereo not given)	3.6%	5
CS(=O)(=O)N1N=C(c2cccs2)CC1c1ccc(F)cc1 (stereo not given)	-11%	-6
Cc1cc(Nc2ccc3c(c2)OCCO3)c2ccccc2n1	-2.8%	.
O=C(Nc1cc(Cl)cc(Cl)c1)C(NCC1CCCO1)c1ccccc1 (stereo not given)	-1.6%	-13
Cc1nn(C)c(C)c1/C=N/NC(=O)CCn1nc(C)c([N+](=O)[O-])c1C	-0.1%	-7
CCC(=O)Nc1ccc(C(=O)CSc2nnc(-c3ccc(O)cc3)n2CC2CCCO2)cc1 (stereo not given)	-4.4%	3
CCC(C)NCC(=O)Nc1ccc(S(N)(=O)=O)cc1 (stereo not given)	0.9%	10
COC(=O)c1scc(C)c1N/N=C(\C)c1ccc(F)cc1	11%	29
CCc1nnc(NC(=O)CSc2nnc(CNc3ccc(C)cc3)n2C)s1	3.3%	4
Nc1c(C(=O)Nc2ccccc2)sc2nc3c(c(-c4ccco4)c12)CCCC3	-0.9%	33
CS(=O)(=O)Nc1ccc2c3c(cccc13)CC2	4.1%	.
O=C(Cc1ccc(F)cc1)Nc1c2c(nn1-c1cccc(Cl)c1)CS(=O)C2 (stereo not given)	-0.5%	-6
CCCCN(C)C(=O)c1cc2cc([N+](=O)[O-])cc(OC)c2oc1=O	2.1%	-8
Cc1cc(=O)[nH]c(Nc2c(C)n(C)n(-c3ccccc3)c2=O)n1	2.0%	.
CCOC(=O)c1ccc(N=C2SC(C(=O)NCCc3ccccc3)CC(=O)N2C)cc1 (stereo not given)	-2.5%	6
CC(C)(C)c1ccc(CSc2nnc(-c3ccccn3)n2Cc2ccco2)cc1	.	2
Cc1cccc(N2CCN(S(=O)(=O)c3ccc4c(c3)n(C)c(=O)c(=O)n4C)CC2C)c1 (stereo not given)	-1.2%	15
COC(=O)c1sccc1N/N=C/c1ccc(OC)c(OC)c1OC	-4.0%	-14
Cc1[nH]c2ccc(Br)cc2c(=S)c1C/C=C/Cl	0.5%	-3
Cc1ccc2cc(C=C(C#N)C#N)c(N3CCCCC3)nc2c1	-1.1%	1
Cc1ccc(N2CCCn3c2cc(C)c(C#N)c3=O)cc1Cl	2.5%	.
Cc1nc2ccc(NC(=O)c3ccc(S(=O)(=O)N4CCOCC4)cc3)cc2s1	.	7
C=C(C)CC(NCCc1ccccc1)c1ccco1 (stereo not given)	0.1%	.
Cc1c2cnn(CC(=O)O)c(=O)c2c(C)n1Cc1ccccc1	5.8%	5
CC/C(=N\NC(=O)C(N)=O)c1ccccc1O	4.8%	6

Compound profiles, as listed above. Order of screens: GlmU inhibition | Mtb RmlCD inh
Entry for CCc1nnc(NC(=O)CSc2nnc(CNc3ccc(C)cc3)n2C)s1 → 3.3% | 4
Entry for Cc1cccc(N2CCN(S(=O)(=O)c3ccc4c(c3)n(C)c(=O)c(=O)n4C)CC2C)c1 (stereo not given) → -1.2% | 15
Entry for C=C(C)CC(NCCc1ccccc1)c1ccco1 (stereo not given) → 0.1% | .
Entry for CCC(C)NCC(=O)Nc1ccc(S(N)(=O)=O)cc1 (stereo not given) → 0.9% | 10
Entry for Cc1[nH]c2ccc(Br)cc2c(=S)c1C/C=C/Cl → 0.5% | -3

Structures listed so far that have a furan ring, fused or not, in the order listed:
SMILES	GlmU inhibition	Mtb RmlCD inh
CC/C(=N/NC(=O)c1ccc(Br)o1)c1ccc(Cl)cc1	5.0%	9
O=C(N/N=C\c1ccc(Sc2ccccn2)o1)c1cccc(Br)c1	-8.1%	.
CCN1C(=O)C2(C(C(=O)c3ccc(C)o3)=C(O)C(=O)N2CCCN(C)C)c2ccccc21 (stereo not given)	1.5%	6
Nc1c(C(=O)Nc2ccccc2)sc2nc3c(c(-c4ccco4)c12)CCCC3	-0.9%	33
CC(C)(C)c1ccc(CSc2nnc(-c3ccccn3)n2Cc2ccco2)cc1	.	2
C=C(C)CC(NCCc1ccccc1)c1ccco1 (stereo not given)	0.1%	.

Next part.
SMILES	GlmU inhibition	Mtb RmlCD inh
Cc1ccc(-c2cc(C(=O)N3CCOCC3)c3ccccc3n2)cc1	-4.1%	53
CCOC(=O)c1c(NC(=O)CSc2ncnc3ccccc23)sc(C(C)=O)c1C	-0.2%	3
O=C(NCc1nnc(SCc2ccc(F)cc2)n1-c1ccccc1)C12CC3CC(CC(C3)C1)C2	-1.9%	7
CCCC(=O)NCCCc1nc2ccccc2n1C(C)C	3.2%	.
CN(Cc1ccccc1)C(=O)CN(c1ccc(F)cc1)S(=O)(=O)c1ccc2c(c1)OCCO2	-0.5%	.
Cc1ccc(C)c(Cc2c(C)nc3c(C(=O)NCc4ccc5c(c4)OCO5)cnn3c2C)c1	.	-5
Cn1ccc(/C=N/N=C2/NC(=O)CS2)n1	-0.8%	-4
O=C(c1ccco1)N1CCN(C(=O)c2ccccc2[N+](=O)[O-])CC1	0.1%	-10
COc1ccc(Cl)cc1NC(=O)CN1C(=O)CSC1=O	-2.0%	7
O=C(NCc1ccccc1)C(c1ccccc1)N(Cc1ccc2c(c1)OCO2)C(=O)Cc1cccs1 (stereo not given)	1.4%	.
C[C@H](NC(=O)Nc1cccc(C(F)(F)F)c1)C(=O)O	2.0%	.
COc1ccc(C(CC(=O)N2CCOCC2)c2c(OC)cc(OC)c3c(-c4ccccc4)cc(=O)oc23)cc1 (stereo not given)	3.7%	.
CCOC(=O)N1CCN(C(=O)CSc2nnc(COc3ccccc3)o2)CC1	-7.0%	.
O=C(CCNC(=O)OCc1ccccc1)NC1CCCCC1	-2.7%	11
Cc1ccc2c(Cl)c(C)c(N3CCCCC3)nc2n1	8.7%	5
COc1ccc(/C=N/NC(=O)c2nc(-c3ccccc3)cc(-c3ccccc3)n2)cc1OC	-4.9%	6
CN1CCN(c2cc(N3CCCC3)c([N+](=O)[O-])cc2F)CC1	2.2%	.
Cc1ccc(N(CC(=O)NCc2cccs2)S(=O)(=O)c2cccs2)cc1	1.4%	.
COc1ccc(NC2c3ccccc3C(=O)N2Cc2ccco2)cc1OC (stereo not given)	-0.6%	10
CC1CCN(S(=O)(=O)c2ccc(C(=O)NCc3ccco3)cc2)CC1	-5.7%	-1
CCCCCNc1nc2ccccc2nc1NS(=O)(=O)c1cccs1	5.1%	-3
CCOc1ccc(-n2nnnc2SCC(=O)NNC(=O)c2ccco2)cc1	-10%	.
CC(=O)c1cccc(NC(=S)NC(=O)C(C)C)c1	0.8%	16
Cc1ccc(-c2nc3c(c(=O)c4ccccc4n3C)c(=O)n2-c2ccccc2)cc1	-1.1%	-12
O=C(CCCOc1ccccc1)Nc1ccc(Br)cc1	1.0%	.

(list continues)
SMILES	GlmU inhibition	Mtb RmlCD inh
O=C(CN(Cc1ccccc1)C(=O)CCC(=O)Nc1nccs1)NCc1ccco1	1.6%	14
Cc1ccc(N=C(NO)c2nonc2N)c(C)c1	-3.6%	-4
O=C(Nc1ccc(F)cc1)c1cccnc1N1CCOCC1	-0.4%	.
Cc1nn(CCC#N)c(NC(=O)c2ccc(Cl)cc2Cl)c1P(=O)(Nc1ccc([N+](=O)[O-])cc1)N1CCOCC1 (stereo not given)	3.5%	1
Cn1c(=NC(=O)CSCC(=O)N2CCCC2)sc2ccccc21	7.8%	11
CCCc1c(C(=O)Nc2ccc(C(F)(F)F)cc2)cnn1-c1ccccc1	5.5%	43
COC(=O)c1sccc1-c1ccc(/C=N/OC(=O)c2cccs2)o1	-2.3%	13
O=C(CSc1nnc(Cc2ccccc2)n1Cc1ccco1)NC1CCCC1	-1.2%	-5
CC(C)Sc1nc2c(c(=O)[nH]c(=O)n2C)n1CCc1ccccc1	-1.7%	15
O=C(Nc1ccccc1)N(CCc1ccncc1)C1CCCCC1	1.7%	.
COc1cccc(NC(=O)c2ccccc2-c2nc(-c3cccc(C)c3)no2)c1	-0.4%	8
CN(CC1CCCO1)S(=O)(=O)c1ccc(C(=O)NCc2ccccc2)cc1 (stereo not given)	-4.9%	6
O=C1c2[nH]nc(-c3ccccc3O)c2C(c2cccc(O)c2)N1Cc1ccco1 (stereo not given)	-4.7%	19
COc1cc(C(=S)NC2CCCCC2)ccc1O	0.6%	-7
CC(=O)c1cc2c(cc1NC(=O)CCC1CCCC1)OCO2	-1.5%	4
CC1(C)Cc2c(C#N)c(N3CCOCC3)nc(Cc3ccccc3)c2CO1	-0.9%	-3
Cc1nn(-c2cccc(C(F)(F)F)c2)c(=O)c2noc(C)c12	0.5%	20
O=C(Cn1cnc2cc([N+](=O)[O-])ccc2c1=O)N(Cc1ccccc1)C1CCS(=O)(=O)C1 (stereo not given)	-3.0%	.
Clc1ccc(-n2ncc3c(NCC4CCCO4)ncnc32)cc1 (stereo not given)	6.9%	.
Cc1ccc(CCNC(=O)CN(C)S(=O)(=O)c2cnc[nH]2)cc1	5.0%	-12
Cn1c(=O)c2c(SCC(=O)Nc3ccc4c(c3)OCCO4)nc(CC(C)(C)C)nc2n(C)c1=O	-1.6%	-8
Fc1cc(Br)ccc1NC(=S)Nc1cccnc1	0.6%	0
CC(=O)N/C(=C\c1ccccc1Cl)C(=O)O	-3.8%	.
Cc1cc2cc(CN(Cc3cccs3)C(=S)NCc3ccco3)c(=O)[nH]c2cc1C	-4.1%	8
O=C(O)Cc1ccc2sc(-c3ccccc3)nc2c1	1.2%	-9

(list continues)
SMILES	GlmU inhibition	Mtb RmlCD inh
Cn1cc(-c2ccno2)c(C(=O)O)n1	-0.8%	2
CCC(Sc1ccc2nnc(-c3ccc(F)cc3)n2n1)C(=O)OC (stereo not given)	2.6%	11
C(=N\n1cnnc1)/c1cn(-c2cccs2)nc1-c1ccccc1	5.6%	.
CCOC(=O)C1CCCN(CC(O)COc2ccccc2C(C)=O)C1 (stereo not given)	0.5%	9
Cn1cc(Cl)c(C(=O)NNC(=S)NCc2ccco2)n1	2.8%	10
Cc1sc2ncnc(SCc3ccc(C(=O)O)cc3)c2c1C	-1.7%	-15
Cc1ccc(C)c(NC(=S)Nc2cccc3cnccc23)c1	-3.7%	-2
CCCCP(=O)(CCCC)Cc1ccccc1O	-0.7%	-6
CC1CN=C(N(C(=O)Nc2ccccc2)c2ccc(F)cc2)S1 (stereo not given)	-5.9%	-1
COc1ccccc1N1CCN(C(=O)CSc2nc(C)c(C)c(=O)[nH]2)CC1	3.0%	6
Cc1[nH]c2ccccc2c1CCN(Cc1cccs1)C(=S)Nc1ccccc1	-1.9%	10
Cc1sc2c(c1C)CN(C1CC(C)(C)NC(C)(C)C1)CN2C(=O)c1ccco1	.	9
O=C(N/N=C/c1ccccc1Cl)c1ccc(F)cc1	-0.2%	-4
C=CC[n+]1c(C)csc1Nc1ccc(C)cc1	0.1%	-9
O=C(NC1CCCCC1)/C(=N\O)c1ccccn1	2.8%	-17
CCCCSc1nc(C)[nH]c1[N+](=O)[O-]	-5.9%	-2
CCCCn1c(NC(C)=O)c(C#N)c2nc3ccccc3nc21	-0.2%	-30
CC(C)CCNC(=S)Nc1ccc([N+](=O)[O-])cc1	1.9%	.
CC1(c2nnc(-c3ccncc3)o2)CC(c2cccnc2)=NO1 (stereo not given)	2.6%	.
